Screens: PubChem BioAssay, several laboratories
Calpain2 inh: calpain II (pig) inhibition; purified calpain II, fluorogenic peptide substrate, 30 min; inhibition, % at 16 µM; hit rate 0.37% among 220,000; AID 1236;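 active = inhibition above about 50%, limit read from the data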
RBBP9 inh: human RBBP9 hydrolase inhibition; O75884; recombinant RBBP9, FP-Rh probe fluorescence polarization; inhibition, % at 7.94 µM; hit rate 0.2% among 220,000; AID 1515;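 active = inhibition above the campaign mean of all tested compounds plus 3 SD, cut at about 14% in these data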;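 also: plate controls were DMSO wells with RBBP9 for no effect and wells lacking RBBP9 protein for full effect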
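Measured by – fluorescence polarization · Test system – RBBP9 protein · Input – 2.5 µM RBBP9 dispensing solution, before mixing · Measure – percent inhibition from mP, scaled between DMSO and no-protein wells · Benchmarks – DMSO-treated enzyme wells and wells lacking RBBP9 · Times – preincubation 30 min plus labeling 45 min at 25 °C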
Runt-SMMHC FRET: blocks binding of human RUNX1 Runt domain to CBFb-SMMHC; Q01196+Q13951; Cerulean-Runt/Venus-CBFb-SMMHC FRET ratio 530/480, 1 h; inhibition, % at 20 µM; hit rate 0.74% among 220,000; AID 1434;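 active = mean inhibition across duplicate retests at 20 µM reaching about 50%, limit read from the data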;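 also: 0% = DMSO wells and 100% = wells with excess untagged CBFb-SMMHC; inhibitors lower the FRET ratio by blocking Runt binding to CBFb-SMMHC; some results filed as inactive read as strong as hits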
TbHK1 inh: T. brucei hexokinase 1 inhibition | recombinant TbHK1, G6PDH-coupled NADH A340 | inhibition, % at 10 µM | hit rate 0.11% among 220,000 | AID 1430;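 active = inhibition of 50% or more in the single-dose primary screen; inactive = inhibition below 50%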
Runt-CBFb FRET: blocks binding of human RUNX1 Runt domain to CBFb; Q01196+Q13951; Cerulean-Runt/Venus-CBFb FRET ratio 530/480, 1 h; inhibition, % at 20 µM; hit rate 0.46% among 220,000; AID 1496;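 active = inhibition over about 50% at 20 µM in the single-dose screen, limit read from the data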;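 also: 0% = DMSO wells and 100% = excess unlabeled CBFb competitor control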
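Reagent – Venus-CBFb binding partner, 100 nM · Assay system – Cerulean-tagged RUNX1 Runt domain (FRET donor) fusion protein · Input – 100 nM per protein · Incubation – two 1 h room-temperature incubations shielded from light · Measured by – FRET fluorescence · Medium – Tris buffer pH 7.5 with salts and BSA · Benchmarks – unlabeled CBFb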
EBV gp42 inh: EBV gp42 inhibition; hit rate 0.42% among 220,000; inhibition, % (tested at 21.74 µM); AID 1085; Q1HVG2; Fluorescence polarization binding assay, mP read-out; in the data active = inhibition above about 50%
Target sequence (Q1HVG2 whole entry, looked up): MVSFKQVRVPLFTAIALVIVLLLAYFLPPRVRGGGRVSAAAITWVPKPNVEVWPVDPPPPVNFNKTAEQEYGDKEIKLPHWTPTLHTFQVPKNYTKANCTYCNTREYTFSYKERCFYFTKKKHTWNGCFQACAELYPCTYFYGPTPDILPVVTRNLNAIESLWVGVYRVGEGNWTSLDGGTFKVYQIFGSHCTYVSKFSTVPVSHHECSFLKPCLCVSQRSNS
Furin inhibitor: blocks human furin protease activity; hit rate 0.061% among 220,000; P09958; purified furin, fluorogenic substrate cleavage; AID 463115; inhibition, % at 30 µM; in the data active = inhibition above about 25%; also: inactives centre near -15
NCF1 inh: blocks human p47phox regulatory protein of NADPH oxidases; inhibition, % at 24.7 µM; hit rate 0.53% among 220,000; P14598; AID 1274; p47phox/p22phox peptide binding, fluorescence polarization, 2 h;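 active = inhibition above about 30%, limit read from the data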;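 also: 0% = p47phox with labelled peptide and 100% = labelled peptide alone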
p97 inhibitor: blocks human p97 ATPase activity | recombinant p97 ATPase, Kinase-Glo ATP luminescence, 3 h | inhibition, % at 8 µM | P55072 | hit rate 0.42% among 220,000; in the data active = inhibition above about 15%;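 also: 0% = DMSO vehicle and 100% = wells lacking enzyme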
Target sequence (P55072 whole entry, looked up): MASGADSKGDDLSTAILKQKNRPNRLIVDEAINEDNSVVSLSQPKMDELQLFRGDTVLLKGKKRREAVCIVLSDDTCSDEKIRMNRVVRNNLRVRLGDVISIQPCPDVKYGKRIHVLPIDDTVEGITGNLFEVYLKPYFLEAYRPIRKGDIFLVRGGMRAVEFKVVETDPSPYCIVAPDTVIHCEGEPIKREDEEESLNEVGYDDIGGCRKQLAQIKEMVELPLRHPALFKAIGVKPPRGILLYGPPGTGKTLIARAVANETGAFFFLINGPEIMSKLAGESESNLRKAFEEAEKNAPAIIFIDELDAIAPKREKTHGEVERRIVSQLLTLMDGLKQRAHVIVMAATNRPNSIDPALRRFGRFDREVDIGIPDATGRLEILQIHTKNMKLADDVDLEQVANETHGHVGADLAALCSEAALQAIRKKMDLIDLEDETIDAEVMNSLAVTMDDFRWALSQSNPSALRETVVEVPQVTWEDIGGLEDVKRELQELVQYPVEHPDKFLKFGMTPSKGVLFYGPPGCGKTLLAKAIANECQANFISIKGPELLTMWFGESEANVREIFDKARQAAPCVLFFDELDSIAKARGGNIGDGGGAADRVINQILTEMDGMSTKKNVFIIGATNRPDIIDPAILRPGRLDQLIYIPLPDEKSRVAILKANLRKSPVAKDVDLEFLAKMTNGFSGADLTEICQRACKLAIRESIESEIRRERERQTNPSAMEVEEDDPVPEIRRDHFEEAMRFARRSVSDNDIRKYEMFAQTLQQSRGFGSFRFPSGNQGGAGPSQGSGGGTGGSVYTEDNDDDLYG
Numbers without * were called inactive; x = no result given; [ ] = dose if it differs, or a comment.

SMILES	Calpain2 inh	RBBP9 inh	Runt-SMMHC FRET	TbHK1 inh	Runt-CBFb FRET	EBV gp42 inh	Furin inhibitor	NCF1 inh	p97 inhibitor
Cc1cccc(N=Nc2cn[nH]c2-c2ccco2)c1	-5.4	-10.7	-1.3	-6.4	0.7	4.2	1.0	-1.8	-0.5
CCCCOC(=O)n1c(=O)oc2cc(S(=O)(=O)N3CCCCC3)ccc21	-2.0	-6.0	3.7	5.1	-2.3	-23.9	-17.6[20 µM]	3.8	-4.8
O=C(COC(=O)/C=C/c1cccc(C(F)(F)F)c1)NC(c1ccccc1)c1ccccc1	5.6	-8.9	-1.3	8.1	-0.4	-16.6	-25.0	-13.9	3.0
COc1ccc(/C(N)=N/OC(=O)CCCN2C(=O)c3ccccc3C2=O)cc1OC	-13.4	-0.2	3.3	1.4	2.3	-12.8	-14.6	-41.5	2.1
COc1cccc(NC(=O)Nc2ccc(C)c(Cl)c2)c1	-2.1	-4.4	-6.4	-2.1	0.1	10.5	-11.3	0.4	-6.7
c1ccc(Nc2ccccn2)nc1	3.7	4.6	2.1	-12.0	0.2	-5.1	-12.6	-8.3	4.0
CCOC(=O)c1c(-c2ccccc2)csc1NC(=O)CCN1CCOCC1	-0.8	-10.6	-7.7	-2.8	-4.7	-0.9	-8.0	3.1	-11.6
CCC(C)(NC(=O)c1ccc2c(c1)OCO2)C(=O)NC1CCCCC1 (stereo not drawn)	-12.3	-5.3	0.5	-6.2	0.4	6.7	-17.1	-1.9	-2.0
CCOC(=O)c1c(C)c(C(=O)NCc2cccs2)c(C)n1CC	-12.5	1.6	-3.9	-6.3	-1.0	-8.9	-6.9	0.0	-2.1
CC(=O)N(Cc1ccc(Br)cc1)c1ccccc1C(=O)O	-14.7	4.0	-2.7	-7.3	0.5	-11.3	-14.8	0.0	4.7
Cc1sc2nc(CSc3nc4ccccc4c(=O)n3CCCN3CCOCC3)[nH]c(=O)c2c1C	-174.7	-2.5	-40.3	-1.1	-9.8	-19.0	-3.4	-59.6	3.8
COC(=O)c1cc(OC)c(OC)cc1N	-21.6	1.8	1.6	-11.4	-0.9	3.5	-5.9	-3.0	6.7
O=C1C=C(c2ccccc2)C(O)(c2ccccc2)C1 (stereo not drawn)	20.8	-5.7	0.8	6.4	1.4	-16.8	-16.4	-1.7	2.1
CC(NS(=O)(=O)c1ccc(OCC(=O)Nc2cccc([N+](=O)[O-])c2)cc1)c1ccccc1 (stereo not drawn)	12.0	-8.0	0.2	1.2	0.0	6.0	-12.4	-2.9	1.6
Cc1ccccc1/C=C\c1nc2ccccc2c(=O)n1Cc1ccccc1	30.1	-4.0	-5.2	34.0	-0.4	-19.2	-0.4	-15.5	-0.3
O=C(c1ccc(Cl)c(Cl)c1)N1CCC(O)(CN2CCOCC2)CC1	2.7	0.3	-0.7	0.8	-0.2	-13.7	-22.3	-1.1	3.3
CC(C)=C1C2C=CC1C1C(=O)N(c3ccc4c(c3)OCO4)C(=O)C21 (stereo not drawn)	-8.3	-6.5	1.2	3.3	7.3	-8.1	-15.5[20 µM]	-10.5	2.7
Cc1cc(O)c(/C=N/OCc2ccc(Cl)cc2Cl)c(=O)o1	-26.4	0.6	-1.6	-6.8	-0.2	-3.2	-24.3	-2.7	2.1
Cc1cc(=O)n2[nH]c(C)c(-c3ccc(Cl)cc3)c2n1	-160.0	-15.6	2.4	6.0	-1.5	-13.1	1.0	5.0	-6.3
O=C(O)c1nnn(-c2cc(C(F)(F)F)cc(C(F)(F)F)c2)c1-c1ccccc1	29.8	-5.8	1.0	-3.4	-0.3	-8.2	-8.0	-4.2	-0.8
Cc1ncc(CO)c2c1OC(C)(C)OC2	18.2	x	-1.7	x	-1.1	-16.2	x	-6.2	x
COC(=O)c1sc(N)c(C(=O)OC)c1COC(=O)CNS(=O)(=O)c1ccc(C)cc1	-22.9	1.0	-5.2	17.7	0.5	-0.6	-8.7	-12.4	4.2
CCCCCCCCN1C(=O)N(C)C(N(O)C(=O)NC)C1(C)C (stereo not drawn)	-10.2	-3.4	-1.8	1.3	-0.3	-14.5	-5.9[20 µM]	-8.6	2.8
O=c1c2ccccc2nc2n1CCCS2	-12.4	-7.2	-3.2	-4.8	-0.2	-11.9	-27.9	-4.4	3.4
COc1ccc(CCNC(=O)c2cc(-c3cc(C)cc(C)c3O)n[nH]2)cc1OC	-37.8	-12.5	-1.3	-9.7	-2.2	-7.5	-14.4	-12.5	5.6
COc1ccccc1N1CCN(S(=O)(=O)Cc2ccccc2Cl)CC1	11.2	5.4	2.0	-0.5	-0.8	-13.1	-17.7[20 µM]	-2.9	-2.0
Cc1[nH]n(-c2ccccc2)c(=O)c1N=Nc1nccs1	20.3	-8.5	-8.1	-13.0	-6.0	8.5	1.6[20 µM]	-3.4	3.1
CCOC(=O)c1ccc(NC(=S)NNC(=O)COC)cc1	-11.9	-0.3	-2.6	15.4	5.5	-0.7	-23.6	-11.4	6.9
O=C(CSc1nc2ccccc2[nH]1)NC1CCCC1	-2.2	1.5	0.3	0.2	0.9	1.8	-16.2	-4.2	6.5
NC(=O)c1ccc(C(F)(F)F)n(Cc2c(Cl)cccc2Cl)c1=O	11.4	-8.9	1.8	3.0	-1.7	-7.5	-15.6[20 µM]	-5.2	-3.9
C=CCOc1ccc(-c2nc3c(c(=O)[nH]c(=O)n3CCCC)n2C)cc1OC	-208.9	7.8	-2.6	0.1	4.8	-13.7	-9.5	1.0	2.2
COc1ccc(/C=C(\NC(=O)c2ccccc2)C(=O)N/N=C/c2cccnc2)cc1	32.4	-1.4	-5.6	-63.4	0.4	-15.4	-1.1	1.7	12.0
CCCOc1ccc(/C=C/C(=O)N2CCN(c3ccccn3)CC2)cc1	44.0	-9.6	1.2	-4.9	-0.2	5.6	-8.5	7.7	-10.8
CCCCCNC(=O)C(C#N)c1nc2ccccc2nc1N1CC(C)OC(C)C1 (stereo not drawn)	x	-3.7	x	4.4	x	x	-27.6[20 µM]	x	1.3
COC(=O)Cc1ccc(NC(=S)N2CCN(c3ccc(OC)cc3)CC2)cc1	4.2	-6.4	0.7	-3.4	10.7	-26.3	-11.2	-2.6	4.7
Cc1cc(C)c(S(=O)(=O)NCCOc2ccccc2)c(C)c1-n1cnnn1	16.6	-0.8	-4.9	5.6	-1.8	-2.0	-15.4	1.9	0.1
Cc1nsc2c1ccc1ccccc12	-21.0	2.8	3.9	-5.9	-0.5	-19.9	-21.3	-5.9	4.5
Cc1nn(-c2ccccc2)c(Cl)c1C(=O)N(C)c1nc(-c2ccc(F)cc2)cs1	-0.6	1.0	1.7	4.8	-0.4	-6.9	-19.5	-0.8	6.7
Clc1ccc(-c2nnc(CSc3nnc(-c4cccs4)n3Cc3ccccc3)o2)cc1	20.9	-2.9	2.6	5.2	-5.6	22.6	-9.8	-0.6	-0.2
CC1CCCCN1CCCNC(=O)c1ccc2c(=O)n(CCc3ccccc3)c(=O)[nH]c2c1 (stereo not drawn)	-130.4	1.4	2.6	-2.5	0.6	-2.1	-21.4[20 µM]	-7.0	2.3

Compounds listed so far containing an aryl thioether with sulfur outside any ring, in the order listed:
SMILES	Calpain2 inh	RBBP9 inh	Runt-SMMHC FRET	TbHK1 inh	Runt-CBFb FRET	EBV gp42 inh	Furin inhibitor	NCF1 inh	p97 inhibitor
Cc1sc2nc(CSc3nc4ccccc4c(=O)n3CCCN3CCOCC3)[nH]c(=O)c2c1C	-174.7	-2.5	-40.3	-1.1	-9.8	-19.0	-3.4	-59.6	3.8
O=C(CSc1nc2ccccc2[nH]1)NC1CCCC1	-2.2	1.5	0.3	0.2	0.9	1.8	-16.2	-4.2	6.5
Clc1ccc(-c2nnc(CSc3nnc(-c4cccs4)n3Cc3ccccc3)o2)cc1	20.9	-2.9	2.6	5.2	-5.6	22.6	-9.8	-0.6	-0.2

Following part.
SMILES	Calpain2 inh	RBBP9 inh	Runt-SMMHC FRET	TbHK1 inh	Runt-CBFb FRET	EBV gp42 inh	Furin inhibitor	NCF1 inh	p97 inhibitor
O=C(Nc1ccc(-c2nc3ccccc3o2)cc1)c1ccc2c(c1)OCO2	-141.1	0.3	-0.5	-13.2	1.4	-4.7	-15.3[20 µM]	-138.8	6.5
Cc1nc2ccccn2c1C(=O)NN=C1CCN(C)CC1	5.4	1.8	1.3	-2.6	-3.7	-14.6	-16.6	-2.4	1.7
OCCNC(=S)Nc1ccc2c(c1)OCCO2	13.8	-5.3	-5.3	-14.3	-0.8	-10.1	-8.6	1.3	6.4
O=c1[nH]c2ccc(Cl)cc2c(=O)n1Cc1ccco1	20.8	-10.3	-2.1	4.5	-1.3	-26.4	-16.4[20 µM]	-11.5	5.5
CCCC(=O)Nn1cnc2c(c1=O)C1(CCCCC1)Cc1ccccc1-2	-0.3	1.6	-4.2	-4.7	0.4	-2.6	-16.4[20 µM]	-9.0	-1.6
CC(C)OC(=O)CN1CCN(c2ccc(Cl)cc2)CC1	-25.3	-0.2	-1.8	-1.5	-0.2	-12.5	-34.3	1.2	-3.1
COc1ccc2cc(CN(CCc3ccccc3)Cc3nnnn3CC3CCCO3)c(=O)[nH]c2c1 (stereo not drawn)	1.3	-8.0	14.8	-35.4	17.7	-5.5	4.2	-12.6	-2.0
O=C(COC(=O)c1ccc(S(=O)(=O)N2CCCC2)cc1)Nc1cccnc1Cl	5.8	-1.0	-1.6	-3.6	-4.7	-8.2	-14.1	-3.3	1.3
CC(=NCc1ccco1)C1=C(O)c2ccccc2C1=O	17.4	-6.5	6.5	-19.3	13.0	8.1	-4.3	-7.9	-1.1
Cc1csc(NC(=O)C2CCCN(S(=O)(=O)c3cnc[nH]3)C2)n1 (stereo not drawn)	7.7	-4.5	-7.1	2.9	1.3	-12.0	-29.8	-5.3	3.7
Cc1ccc(-c2cc3nc(C)cc(C)n3n2)cc1	-37.3	-0.5	-0.3	-1.5	0.5	-7.2	-25.3	-11.1	3.9
c1csc(-c2cnc3ccccc3n2)c1	-429.9	1.7	27.6	-9.6	8.3	-6.1	-30.6	-1.5	6.2
CCCCOC(=O)CSc1nc2c(cc1C#N)C(=O)CC(C)(C)C2	-2.1	-0.5	-3.6	0.7	-6.3	-5.4	-18.1[20 µM]	13.9	1.4
CC1(C)CC(=O)C(C=NCC2CCN(C(=O)Nc3ccc(Cl)c(Cl)c3)CC2)=C(O)C1	15.8	5.1	0.9	-5.1	0.1	-16.7	-27.4[20 µM]	-9.3	2.9
CCC(C)NC(=O)c1cc(Cl)ccc1OC (stereo not drawn)	-35.8	-14.8	-3.1	30.0	1.2	-6.5	-12.4[20 µM]	-3.9	-0.5
O=C1NC[C@H](Cc2ccc(O)cc2)N(CCc2cccc3ccccc23)C1=O	-5.2	x	-0.7	-5.8	0.2	-8.4	-22.2	-7.2	x
CCc1c(C)[nH]c2ccc(OC)cc2c1=S	-66.4	-5.9	42.5	-12.3	17.2	-29.7	-15.8	1.6	-6.5
Nc1nc(N2C(=O)C3CC=CCC3C2=O)nn1-c1ccccc1 (stereo not drawn)	-26.4	-3.3	12.4	1.4	2.6	-14.7	-16.5[20 µM]	4.3	-2.4
Cc1cc(C(=O)CSc2nnc3c(Cl)cc(Cl)cn23)c(C)n1C	-2.4	1.8	-10.5	-4.8	-2.6	-20.1	-18.0	-3.4	4.6
COc1ccc(/C=N/NC(=O)CN(c2ccc(OC)cc2)S(=O)(=O)c2ccccc2)cc1	-58.3	-2.6	0.2	-8.1	0.2	-2.6	-26.1	-20.8	4.2
O=C(CSc1nc2ccc([N+](=O)[O-])cc2s1)NC1CCS(=O)(=O)C1 (stereo not drawn)	7.6	5.2	-5.7	-15.1	0.0	-20.1	5.6	-11.7	4.5
